# MCL1-BIM inh – disrupts human MCL1 binding to BIM-BH3 peptide | actives 0.68% (n = 320,000) | inhibition, % at 10.9 µM | Q07820 | GST-MCL1 / FITC-Bim-BH3 fluorescence polarization;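 active means inhibition above the mean inhibition of all tested compounds plus 3 SD, set per campaign, cut at about 40% in these data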;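 further: 0% = DMSO wells and 100% = unlabeled Bim-BH3 peptide control; higher means more loss of mP so more displacement of Bim peptide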
# CIT2 TOR yeast – modulators of TOR pathway CIT2-GFP in S. cerevisiae | actives 0.065% (n = 320,000) | GFP response vs DMSO, % at 10 µM | S. cerevisiae CIT2-GFP strain, flow cytometry, 3 h; 100 means same as DMSO wells | AID 2029;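 active means GFP response relative to DMSO above a set limit, near the screen mean plus 3 SD, cut at about 150% in these data; inconclusive means Fewer than 70 cells measured for a yeast strain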;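 further: ratio of well median GFP fluorescence to mean of DMSO wells on the plate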
# GRK2 aptamer HTS – inhibitors of human GRK2 displacing RNA aptamer | P25098 | bead flow cytometry, FAM-aptamer displacement from GRK2 | inhibition of aptamer binding, % at 10 µM | actives 0.59% (n = 330,000);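 active means inhibition of aptamer binding above 40%, roughly 3 SD of noise, on plates passing a quality check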;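 further: median bead fluorescence of bound FAM aptamer so fluorescent compounds give negative values; no value below 0 was filed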
# Target sequence (P25098 whole entry, looked up): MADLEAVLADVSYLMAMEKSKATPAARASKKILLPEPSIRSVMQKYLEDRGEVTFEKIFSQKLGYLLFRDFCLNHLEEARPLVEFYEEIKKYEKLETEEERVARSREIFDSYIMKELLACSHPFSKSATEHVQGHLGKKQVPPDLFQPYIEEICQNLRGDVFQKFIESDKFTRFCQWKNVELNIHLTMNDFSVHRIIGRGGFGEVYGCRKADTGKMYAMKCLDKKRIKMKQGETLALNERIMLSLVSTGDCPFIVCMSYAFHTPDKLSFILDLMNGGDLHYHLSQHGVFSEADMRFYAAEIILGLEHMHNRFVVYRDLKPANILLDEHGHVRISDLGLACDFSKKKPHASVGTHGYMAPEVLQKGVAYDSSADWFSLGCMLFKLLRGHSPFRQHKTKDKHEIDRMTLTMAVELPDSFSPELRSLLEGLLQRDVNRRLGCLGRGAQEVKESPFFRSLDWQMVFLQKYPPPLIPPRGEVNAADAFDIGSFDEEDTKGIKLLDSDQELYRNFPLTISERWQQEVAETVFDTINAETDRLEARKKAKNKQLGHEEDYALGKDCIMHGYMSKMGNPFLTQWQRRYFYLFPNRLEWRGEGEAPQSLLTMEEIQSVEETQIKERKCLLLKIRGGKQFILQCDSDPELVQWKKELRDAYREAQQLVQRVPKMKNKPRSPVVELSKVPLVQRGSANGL
# MEX-5 binding – C. elegans MEX-5 TCR-2 RNA binding activity | Q9XUB2 | MEX-5/FITC-TCR2 RNA binding, fluorescence polarization; active compounds read low | activity score (negative = inhibition of binding), % at 10 µM | actives 0.38% (n = 300,000) | AID 1832;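 active means inhibition past about -25% in most replicates, and total fluorescence under double the plate's negative control median, limit read from the data; inconclusive means replicates evenly split on the limit, or fluorescence at least double controls; inactive means too little inhibition in most replicates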;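 further: 0% = DMSO and -100% = 5 µM competing unlabeled TCR2 RNA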
# BCLXL inh – Bcl-xL (human) inhibition | Q07817 | GST-Bcl-xL / FITC-Bim BH3 peptide fluorescence polarization | inhibition, % at 10.9 µM | actives 0.7% (n = 320,000);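 active means inhibition above the mean of all tested compounds plus 3 SD, cutoff set per campaign, cut at about 30% in these data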;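 further: 0% = DMSO wells and 100% = unlabeled Bim-BH3 peptide competitor; inhibitors lower millipolarization by displacing the labeled peptide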
# Target sequence (Q07817 whole entry, looked up): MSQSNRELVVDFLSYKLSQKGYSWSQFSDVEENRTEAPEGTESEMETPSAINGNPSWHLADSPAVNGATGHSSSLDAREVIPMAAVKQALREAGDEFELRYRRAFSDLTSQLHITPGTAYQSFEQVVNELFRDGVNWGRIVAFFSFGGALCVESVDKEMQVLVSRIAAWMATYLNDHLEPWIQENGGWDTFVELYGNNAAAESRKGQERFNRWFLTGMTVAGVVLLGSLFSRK
# AGP1 TOR yeast – modulators of TOR pathway AGP1-GFP in S. cerevisiae | S. cerevisiae AGP1-GFP multiplex flow cytometry, 3 h; GFP as percent of DMSO wells | GFP response vs DMSO, % at 10 µM | actives 0.02% (n = 320,000);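 active means GFP response relative to DMSO above a set limit, near screen average plus 3 SD, cut at about 150% in these data; inconclusive means fewer than 70 cells counted for the yeast strain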;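 further: median GFP channel fluorescence of the gated AGP1 strain per well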
# GLD-1 RNA inh – GLD-1-TGE RNA interaction inhibition (C. elegans) | Q17339 | purified GLD-1 + fluorescein TGE RNA, fluorescence polarization | inhibition, % at 5.96 µM | actives 0.44% (n = 320,000) | AID 2280;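 active means percent inhibition above a per-plate cutoff, the plate mean of test compounds plus 3 SD, cut at about 30% in these data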;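 further: 0% = DMSO wells with GLD-1 and probe and 100% = wells lacking GLD-1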
# VLA-4 inh – inhibition in a human VLA-4 binding assay; P13612; VLA-4 expressing cells, ligand binding flow cytometry; inhibition, % (about 7 µM as worked out from the volumes in the protocol); actives 0.2% (n = 330,000); AID 2557; in the data active means inhibition above about 50%
# Yeast superoxide – yeast age-related superoxide inhibition as caloric restriction mimetic | actives 0.18% (n = 330,000) | S. cerevisiae aged cells, superoxide DHE fluorescence; active compounds read low | AID 2690 | superoxide response (% of plate mean), % at 10 µM;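 active means superoxide response under a set limit, about three screen SD below normal, cut at about 65% in these data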;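 further: yeast aged for seven days with compound at 30 °C before DHE staining; 100% = average MFI of all compound-treated wells on the plate with controls excluded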
# * marks the source's active call; other numbers are inactive results; ? = inconclusive; . = not tested or not shown; [ ] = remark or other dose.
SMILES	AGP1 TOR yeast	CIT2 TOR yeast	BCLXL inh	MCL1-BIM inh	VLA-4 inh	GLD-1 RNA inh	GRK2 aptamer HTS	Yeast superoxide	MEX-5 binding
CC(C)(C)c1ccc(C(=O)NC(=S)NNC(=O)c2cccs2)cc1	107.0	97.3	11.4	14.5	-5.1	2.5	1.0	185.6	-0.3
CCOc1ccc(C(=O)N2CCCC(c3nc(-c4ccc(C)o4)no3)C2)cc1 (centres undefined)	97.7	88.0	5.4	0.1	-3.3	7.7	1.0	97.2	1.1
CCc1ccc(CNC(=O)c2nn(C)c3c2CS(=O)(=O)c2ccccc2-3)cc1	99.5	94.3	-3.9	-6.4	-10.2	1.3	3.0	109.7	1.4
CCOC(=O)C1CCN(C(=O)CCNS(=O)(=O)c2ccc(C)cc2)CC1	114.1	137.9	7.5	8.0	30.2	1.3	3.0	103.2	.
COc1ccc(CC(NC(C)=O)C(=O)N2CCN(C(=O)N(C(C)C)C(C)C)CC2)cc1 (centres undefined)	99.2	98.2	-1.6	-3.5	-6.5	6.0	0.0	97.2	-1.6
O=C(Cn1c(=O)oc2cccnc21)Nc1ccccc1Oc1ccc(Cl)cc1Cl	96.0	97.0	7.5	3.6	7.6	-0.8	0.0	109.8	-1.1
O=C(CCCN1CCC(O)(c2ccc(Br)cc2)CC1)c1ccc(F)cc1	80.8	78.2	4.5	1.6	6.2	-0.3	0.0	89.8	.
CCN(CC)CCCN(CC(=O)N(C)Cc1ccccc1)C(=O)c1ccc([N+](=O)[O-])cc1	99.5	100.8	3.5	9.5	15.8	1.1	2.0	120.5	-1.1
CC(=O)N(Cc1ccccc1C)c1cccc(C)c1C	84.2	.	1.0	0.9	2.2	2.3	2.0	109.2	-0.3
CCNC(=S)NCc1ccc2c(c1)OCO2	100.2	98.5	-4.3	-3.5	-4.3	4.8	0.0	99.2	-1.9
O=C(NCc1nnnn1-c1ccc(F)c(F)c1)C(=O)c1c[nH]c2ccccc12	99.6	103.1	7.5	1.1	-5.6	0.2	0.0	99.8	0.4
CCN(CC)C(=O)COn1c(SCC(=O)N(CC)CC)nc2ccccc2c1=O	110.6	106.6	0.7	-2.0	-7.2	3.2	0.0	83.1	.
CCOc1ccc(C)cc1S(=O)(=O)n1ccc(C)n1	119.2	114.5	1.8	6.0	7.9	-6.9	0.0	113.3	1.1
O=c1cc(-c2ccc(O)cc2)oc2c(-c3c(O)cc(O)c4c(=O)cc(-c5ccc(O)cc5)oc34)c(O)cc(O)c12	107.9	98.3	.	.	-3.2	7.3	3.0	92.9	.
CCOC(=O)C1CCN(S(=O)(=O)c2ccc3[nH]c(=O)ccc3c2)CC1	110.4	115.8	-1.9	0.2	-14.5	-3.1	4.0	97.8	3.8
COc1ccc(NC(=O)C(CCSC)NC(N)=O)cc1Cl (centres undefined)	113.9	97.0	-0.9	-3.3	9.4	1.6	1.0	89.4	1.3
CNC(=O)NC(=O)C(C)OC(=O)c1cc2c(s1)CCCCC2 (centres undefined)	102.4	97.0	-0.9	-4.7	.	1.0	0.0	86.0	-0.9
CC(C)(C)C(=O)/C=c1\s/c(=C\c2ccc(-c3ccc([N+](=O)[O-])cc3)o2)c(=O)n1CC(=O)NC(N)=O	113.6	152.3*	-8.2	-52.4	.	-58.0	1.0	130.7	3.7
COc1ccc(C(=O)c2ccc(N3CCOCC3)cc2)c(OC)c1	91.4	89.8	4.5	2.0	1.5	-1.7	1.0	95.1	0.4
CN(C#N)c1nccc(-c2cccs2)n1	96.4	102.8	4.8	15.0	1.9	-6.3	5.0	90.3	-5.2
CCCCSc1nc(C)cc(SCC(=O)N/N=C/c2ccccc2)n1	99.1	91.8	2.6	-6.3	3.6	2.1	0.0	94.8	-0.8
COc1ccc(OC)c(CNc2ccc3c(c2)CCC3)c1	95.5	100.1	6.8	12.0	-70.5	-73.8	0.0	94.0	2.5
Cc1ccc(-c2cnc(C3CC3)o2)cc1S(=O)(=O)Nc1ccccc1	109.0	120.6	3.3	7.8	4.9	3.2	2.0	107.7	-0.3
CC(CNCc1ccc2c(c1)OCO2)NCc1ccc2c(c1)OCO2 (centres undefined)	108.3	111.0	3.5	1.2	-17.5	5.2	0.0	94.1	2.7
Cc1ccc(C2=NN(C(=O)CSc3nc(N)cc(N)n3)C(c3ccco3)C2)cc1 (centres undefined)	101.3	100.7	3.1	9.0	1.4	3.8	3.0	90.0	2.6
CSc1nnc(-c2cc(-c3ccc(C)cc3)nc3ccccc23)o1	94.2	90.0	4.0	-1.5	6.7	-4.8	0.0	93.3	1.0
O=C(Cn1cnc2cc([N+](=O)[O-])ccc2c1=O)NC(=O)NCc1ccccc1	105.2	91.9	-1.6	-1.0	4.0	4.0	1.0	114.8	-3.2
ClC(/C=N/n1cnnc1)=C/c1ccccc1	99.6	91.5	5.3	3.7	0.6	9.8	1.0	101.3	1.8
COc1ccc(OCC(O)Cn2cnc(-c3ccc(Br)cc3)c2)cc1 (centres undefined)	100.5	95.1	7.7	6.6	9.7	4.2	0.0	99.0	1.3
COc1ccc(-c2nnc(SCC(=O)NCc3ccco3)n2C)cc1	104.2	101.9	-2.8	-1.3	-9.8	6.8	0.0	104.0	-1.8

# Marked active in CIT2 TOR yeast, among the entries above:
compound | AGP1 TOR yeast | CIT2 TOR yeast | BCLXL inh | MCL1-BIM inh | VLA-4 inh | GLD-1 RNA inh | GRK2 aptamer HTS | MEX-5 binding
CC(C)(C)C(=O)/C=c1\s/c(=C\c2ccc(-c3ccc([N+](=O)[O-])cc3)o2)c(=O)n1CC(=O)NC(N)=O | 113.6 | 152.3* | -8.2 | -52.4 | . | -58.0 | 1.0 | 3.7

# (further entries)
SMILES	AGP1 TOR yeast	CIT2 TOR yeast	BCLXL inh	MCL1-BIM inh	VLA-4 inh	GLD-1 RNA inh	GRK2 aptamer HTS	Yeast superoxide	MEX-5 binding
NC(=O)CSCc1nc2ccccc2s1	96.3	95.2	10.6	24.9	-13.7	-1.5	0.0	92.7	-3.6
COc1cc(C(=S)N2CCC(C)CC2)ccc1O	97.1	96.8	0.8	7.6	2.3	3.9	0.0	120.3	2.3
S=C(NCc1ccco1)N1CCN(c2nc(-c3ccccc3)cs2)CC1	102.4	111.0	-3.7	-1.4	-0.6	4.2	0.0	98.6	-0.3
CCCCc1nnc(NC(=O)c2ccc3[nH]c(=O)c(=O)[nH]c3c2)s1	95.1	102.4	7.3	6.0	2.6	-3.4	0.0	82.4	0.0
COc1ccc(SC[C@H](Cc2ccccc2)N2CC[C@@H](C)CCC2=O)cc1	97.8	90.9	5.6	11.4	12.2	-2.0	3.0	93.9	.
c1ccc2c(c1)nc(NCC1CCCO1)c1nnnn12 (centres undefined)	97.5	100.2	40.4*	26.7	-29.8	11.5	0.0	88.0	4.0
CCc1ccccc1NC(=O)C1=CC(c2cccs2)=NS(=O)(=O)N1C	106.4	109.0	4.1	6.8	-13.2	-1.6	0.0	90.3	2.2
COc1ccc(Cn2c(SCc3ccc(C)cc3)nc3cc(OC)c(OC)cc3c2=N)cc1Cl	100.3	89.5	0.2	2.4	27.1	3.1	0.0	83.6	1.6
N#Cc1c(NC(=O)CSc2nc(-c3ccco3)cc(C(F)(F)F)n2)sc2c1CCCC2	106.8	104.1	1.3	-0.8	17.4	2.2	2.0	99.0	.
COc1ccc(C(=O)CSc2nnc(CNc3ccc(C)cc3C)o2)cc1	103.4	101.0	1.2	-0.6	39.1	3.4	1.0	88.8	-3.1
Clc1ccccc1CSc1ncn(-c2ccccc2)n1	86.5	94.1	2.1	2.1	-6.6	1.8	4.0	86.4	1.6
CCOC(=O)c1ccc(CN(Cc2ccccc2)S(=O)(=O)c2cccc([N+](=O)[O-])c2)cc1	93.8	93.1	4.2	10.8	14.0	4.5	.	100.2	1.0
COc1ccc(S(=O)(=O)N2CCN(C)CC2)cc1C(=O)Nc1ccccc1	93.7	97.3	4.2	2.7	14.8	-1.0	0.0	93.9	3.6
COc1ccc(NC(=O)COC(=O)c2ccc(-n3cnnn3)cc2)c([N+](=O)[O-])c1	95.5	95.9	5.0	-2.6	-6.6	0.2	0.0	88.8	.
O=C(COc1ccc(Br)cc1Br)NC1CCCC1	84.2	83.6	-0.1	-7.5	-10.9	0.4	1.0	101.8	0.1
COC(=O)CCCCCCCCC(O)CN1CCCCC1 (centres undefined)	102.7	88.4	-0.9	-3.5	-2.0	2.7	1.0	96.7	0.7
O=C(CC12CC3CC(CC(Br)(C3)C1)C2)Nc1cccc(S(=O)(=O)NC2=NCCC2)c1	100.2	105.1	-4.3	1.1	11.7	-2.7	2.0	109.4	0.8
NNC(=O)c1ccc(Cn2cc(Br)c(N)n2)cc1	99.6	92.4	6.3	1.6	-7.9	-2.9	1.0	100.5	-0.6
COc1cc(COC(=O)c2cnc(C)cn2)c(OC)cc1Br	93.9	90.1	0.5	-3.0	-6.1	3.4	1.0	112.7	0.1
Cc1nnc(C)n1/N=C/c1cc(Br)cc(Br)c1O	72.5	81.1	19.7	24.1	11.8	4.5	6.0	87.5	-12.0
Cn1ccsc1=NC(=O)c1ccc(Cl)cc1	103.5	102.7	-2.6	-1.3	-0.1	-2.5	1.0	99.9	-0.7
COC(=O)[C@@]1(Cc2ccc(F)cc2)[C@H]2c3cc(C(=O)N4CCCC4)n(CCCNc4ncc(C(F)(F)F)cc4Cl)c3C[C@H]2CN1C(=O)c1ccccc1	79.0	65.7	-5.0	-7.5	8.0	0.1	2.0	103.8	4.5
O=C(NCC(c1ccco1)N1CCN(c2ccccc2F)CC1)c1ccc2c(c1)OCO2 (centres undefined)	95.7	90.5	1.5	2.3	6.7	-2.4	1.0	100.6	-4.2
O=S(=O)(c1ccc(Br)s1)N1CCN(Cc2ccc3c(c2)OCO3)CC1	?	141.7[may fluoresce red]	2.8	3.5	3.8	-1.4	0.0	88.3	1.4
Cc1cc(C)c2c(N)c(C(=O)Nc3ccccc3F)sc2n1	95.1	88.1	1.6	-4.7	13.1	5.5	1.0	96.7	0.7
CCCc1nnc(NC(=O)CCC(=O)N2CCN(C3CCCC3)CC2)s1	97.8	103.1	2.9	5.7	1.7	-1.1	3.0	93.6	1.3
COC(=O)c1oc2ccc(OC)cc2c1N	95.4	99.3	2.1	2.4	-3.4	-3.9	0.0	99.9	3.1
Cc1ccc(C2=NOC(=O)/C2=C\c2ccc(C)o2)cc1	78.3	58.4	-15.4	-4.0	-21.7	0.5	4.0	76.4	3.4
CCOC(=O)C1C(=O)C=C(C)C(C(=O)OCC)C1c1ccc(OC)cc1 (centres undefined)	92.4	92.6	0.0	-0.7	-1.6	3.3	0.0	85.8	-1.6
O=C(Nc1cccc(S(=O)(=O)C(F)F)c1)c1ccc(S(=O)(=O)N2CCCC2)cc1	96.6	105.7	1.0	-5.9	3.1	6.5	0.0	104.7	-0.6

# Screening results: PubChem BioAssay, several laboratories

# The order is random (roughly 2.1% active in at least one column).
